Screens deposited in PubChem BioAssay by several laboratories.
Tat transport: E. coli Tat export inhibitors, primary screen, MC4100, TorA-mCherry reporter, fluorescence, single point; inhibition, % at 10 µM; hit rate 0.036% among 340,000; AID 488895, 2010;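 active = mean replicate inhibition at least 50% and at least half of replicates individually reaching 50%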;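 also: exported cargo escapes ClpAP degradation while cytoplasmic cargo is degraded and loses fluorescence; 0% = median of neutral control wells and 100% = median of NaSCN control wells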
phage Ecoli inh: growth loss of phage-infected E. coli, primary screen, RecBCD inhibitor project, absorbance, with phage, HTS; hit rate 0.26% among 360,000; inhibition, % at 11.9 µM; in the data active = inhibition above about 11%
Ecoli viability: E. coli V3065 growth inhibition, primary screen, counter-screen for AddAB inhibitor project, absorbance, OD600; inhibition, % at 11.9 µM; 18 h; hit rate 0.27% among 330,000;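 active = inhibition above the campaign's mean inhibition across all tested compounds plus 3 SD, cut at about 9.9% in these data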;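 also: uninfected addAB+ strain grown without phage in ampicillin broth; 0% = DMSO wells and 100% = ciprofloxacin 0.95 µg/ml wells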
PKA-R1A activ: activators of PKA-R1A holoenzyme, primary screen, biochemical, fluorescence polarization, Cy5-IP20, bovine R1A, mouse PKAc | cAMP-dependent protein kinase type I-alpha regulatory subunit (Bos taurus) + … | PKA-R1A dissociation; scaled: DMSO 0%, 113 µM cGMP 100% | activation, % at 11.4 µM | hit rate 0.083% among 340,000;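 active = percent activation above the mean of all tested compounds plus 3 SD, cut at about 19% in these data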;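 also: higher means more PKAc released from R1A so a rise in polarization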
Pemphigus Ab inh: inhibitors of pemphigus antibody binding to DSG3, primary screen, biochemical, bead-based, flow cytometry, scFv-GFP; Desmoglein-3 (Homo sapiens), P32926; DSG3-coupled beads, scFv-anti-DSG3-GFP binding; stronger effect = lower value; binding (percent of control), % at 10 µM; hit rate 0.48% among 310,000;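 active = binding more than 3 SD below its plate's average and above zero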; also: some compounds called inactive have numbers as strong as hits
MOR-DOR inv ag: inverse agonists of MOR-DOR heterodimerization, primary screen, cell-based, luminescence | inhibition, % at 9.3 µM | cell-based MOR-DOR heterodimer luminescence, inverse agonism | hit rate 0.21% among 340,000 | AID 504357, 2011 | Mu-type opioid receptor (Homo sapiens) + Delta-type opioid receptor (Homo sapiens), …; in the data active = inhibition above about 22%, passing the limit was not always enough;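 also: 0% = cells with DMSO and 100% = wells without cells with DMSO; values of inactives mirror those of a sister screen read the other way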
Target sequence (P35372 whole entry, looked up): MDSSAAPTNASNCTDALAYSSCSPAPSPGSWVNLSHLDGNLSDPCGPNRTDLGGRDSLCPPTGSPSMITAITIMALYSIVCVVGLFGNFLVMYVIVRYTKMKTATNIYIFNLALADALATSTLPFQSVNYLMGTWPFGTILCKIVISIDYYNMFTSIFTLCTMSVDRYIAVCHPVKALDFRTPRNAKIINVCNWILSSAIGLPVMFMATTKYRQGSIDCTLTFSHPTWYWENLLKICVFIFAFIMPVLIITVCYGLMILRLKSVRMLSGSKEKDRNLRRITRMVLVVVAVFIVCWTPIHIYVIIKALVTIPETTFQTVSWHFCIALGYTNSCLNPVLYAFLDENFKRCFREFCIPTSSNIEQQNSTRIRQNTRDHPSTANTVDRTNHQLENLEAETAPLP
Target sequence (P41143 whole entry, looked up): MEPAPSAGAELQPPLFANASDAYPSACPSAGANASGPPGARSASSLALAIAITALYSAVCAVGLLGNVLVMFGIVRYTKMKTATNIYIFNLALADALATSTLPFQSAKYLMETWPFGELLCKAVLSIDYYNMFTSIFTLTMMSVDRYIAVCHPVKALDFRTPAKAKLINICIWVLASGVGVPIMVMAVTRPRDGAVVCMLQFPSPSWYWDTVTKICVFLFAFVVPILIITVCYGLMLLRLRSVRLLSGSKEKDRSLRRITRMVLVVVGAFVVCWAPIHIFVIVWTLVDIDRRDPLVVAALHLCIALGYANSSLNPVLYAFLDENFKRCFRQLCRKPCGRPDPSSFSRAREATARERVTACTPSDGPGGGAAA
SUMO Mot1 rescue: yeast Mot1-301 growth rescue at high temperature, primary screen, SUMOylation pathway inhibitor project, S. cerevisiae, ATP luminescence, 38.5C. hit rate 1% among 320,000. S. cerevisiae Mot1-301 growth rescue; percent above DMSO median, 100 means doubled. AID 2716, 2010. growth rescue, % at 18.8 µM;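 active = every valid replicate shows activation above 250% relative to neutral control wells; inactive = the rest, any valid replicate at or below 250%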;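 also: OY570 slx delta 5 strain wells were the positive control but not used for scaling; some compounds called inactive have numbers as strong as hits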
AddAB inh: growth inhibition of E. coli expressing H. pylori AddAB, primary screen, AddAB inhibitor project, absorbance. inhibition, % at 11.9 µM. hit rate 0.29% among 330,000; in the data active = inhibition above about 12%;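 also: 0% = vehicle wells of infected cells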
MOR-DOR ag: agonists of OPRM1-OPRD1 heterodimerization, primary screen, cell-based, luminescence; cells; Mu-type opioid receptor (Homo sapiens) + Delta-type opioid receptor (Homo sapiens), …; activation, % at 9.3 µM; hit rate 0.3% among 340,000; in the data active = activation above about 18%;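 also: 0% = vehicle-treated cells and 100% = reference agonist; values of inactives mirror those of a sister screen read the other way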
Arrestin-AP2 inh: inhibitors of beta-arrestin/AP2 binding, primary screen, biochemical, GPCR trafficking, flow cytometry. beta-arrestin 1 C-terminal peptide binding to AP2 beta2-adaptin appendage (human). FITC-arrestin peptide / GST-AP2 beads; AP2 beta2 appendage carries R879A mutation. inhibition, % at 10 µM. hit rate 0.31% among 340,000;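 active = inhibition above a set limit, near 3 SD of compounds lacking own fluorescence, cut at about 54% in these data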;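 also: plate controls were DMSO wells for no effect and 5 µM unlabelled arrestin peptide for full effect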
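test system = AP2 appendage R879A on GSH beads | buffer or medium = PBS plus Tween 20 (0.05%) and BSA (0.1%) | incubation = 12 min plus 1 h, RT | detection = bead flow cytometry, FITC channel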
PfHsp90 yeast 2: growth inhibition of PfHsp90-expressing yeast, primary screen, antimalarial PfHsp90 inhibitor project, S. cerevisiae, BacTiter-Glo luminescence, single point, set 2; BacTiter-Glo ATP, 48 h; yeast lacking PDR1 and PDR3 efflux regulators; AID 504621, 2011; hit rate 0.32% among 310,000; inhibition, % at 9.4 µM;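 active = every replicate shows inhibition above about 80%, whatever the replicate mean, limit read from the data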;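 also: 0% = DMSO neutral controls and 100% = 20 µM radicicol positive controls; yeast relying on Plasmodium falciparum Hsp90 in place of its own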
* marks the source's active call; other numbers are inactive results; nt = not tested or not shown; + = active, no number.

smiles,MOR-DOR inv ag,phage Ecoli inh,Pemphigus Ab inh,Tat transport,SUMO Mot1 rescue,Arrestin-AP2 inh,PfHsp90 yeast 2,AddAB inh,MOR-DOR ag,Ecoli viability,PKA-R1A activ
C=CCNC(=O)CC(=O)N/N=C/c1ccccc1F,9,-0.8,99,12,102,-4,9,1.1,-1.6,1.1,-3
CCOC(=O)C1=CNS(=O)(=O)NC1c1ccc2ccccc2c1 (centres undefined),9,3.2,108,1,nt,2,5,1.4,-1.8,1.4,-16
Cc1ccc(C(=O)N2CCN(C(=O)CN3CCCC3)C2)cc1,15,6.4,107,-4,252,-6,-3,-1.7,-2.8,-0.2,-6
CN1CCN(Cc2oc(CO)cc(=O)c2O)CC1,16,3.4,105,3,-5,6,-30,1.0,-3.7,1.6,-2
Cc1ccc(C)c(N2CCN(CCCNC(=O)Cn3cc4c(n3)CCC(C)C4)CC2)c1 (centres undefined),13,2.9,109,2,20,6,-14,4.5,-2.6,-1.2,-8
O=c1[nH]nc2c3ccccc3cnn12,5,0.9,103,4,409,17,-21,-0.3,-0.8,0.6,1
CCCCN(C)CCCNC(=O)CCn1nc(-c2ccccc2)ccc1=O,0,2.5,97,-2,1,5,-6,2.8,0.0,-1.0,-5
CCCCC(=O)NC(NC(=O)CCCC)c1ccc(OCCC)c(OC)c1,10,1.1,115,1,-17,-1,8,0.2,-1.9,-1.3,10
O=C(COC(=O)c1cccc(S(=O)(=O)N2CCc3ccccc32)c1)Nc1ncc(Cl)cc1Cl,3,-0.7,99,-8,-9,8,-19,1.5,-0.6,-1.0,2
Oc1ccc(C=NNc2ccccn2)c(O)c1,22,1.9,nt,-7,nt,6,15,nt,-4.6,nt,2
O=C(CSc1nnnn1-c1ccccc1)NCC1(N2CCCCC2)CCCCC1,14,0.5,111,-1,-4,-10,7,1.6,-3.4,-2.8,14
COc1ccc(/C(O)=C2/C(=O)C(=O)N(CCN3CCOCC3)C2c2ccccn2)cc1OC (centres undefined),7,2.5,101,23,-14,-9,42,-6.2,-1.2,-6.1,5
COc1ccc([C@@H]2[C@H]3C(=O)N(c4cccc(C(F)(F)F)c4)C(=O)[C@H]3ON2C)cc1,-18,1.2,100,-5,10,-5,40,-2.5,3.5,-2.8,-4
Cc1cc(OC(=O)C(C)(C)C)c([N+](=O)[O-])c(=O)[nH]1,0,-1.2,95,-2,15,10,15,1.7,0.0,3.5,6
CCN(CC(=O)Nc1ccc2c(c1)OCO2)Cc1nc2ccccc2c(=O)[nH]1,15,4.6,99,-1,-20,21,12,2.9,-2.7,-3.1,11
COc1ccccc1N1CCN(C(=O)CCc2ccccc2)CC1,5,-0.8,105,4,-3,6,6,4.0,-1.1,-0.7,-6
CCN(CC)CCNC(=O)C12CC3CC(CC(C3)C1)C2,11,2.1,95,-7,-16,11,-17,-0.6,-1.8,2.9,1
COc1ccc(Sc2cc(C(F)(F)F)nc(-c3ccccn3)n2)cc1,-21,4.3,102,10,-9,10,-12,4.2,4.1,1.2,10
CS(=O)(=O)Nc1ccccc1NS(C)(=O)=O,nt,4.6,104,nt,-14,-6,nt,0.1,nt,-1.5,nt
CCCCOc1ccc(C(=O)NC(=S)Nc2ccc(CN3CCOCC3)cc2)cc1,13,4.0,109,-1,121,-4,8,0.8,-2.5,0.3,-10
CC(Sc1nc2ncc(Cl)cc2[nH]1)C(=O)NC1(C#N)CCCCC1 (centres undefined),-4,2.3,93,-3,-16,-3,nt,0.2,0.9,2.6,-1
COC(=O)c1cccc(NS(C)(=O)=O)c1,7,2.8,115,-3,84,-4,-4,0.4,-1.4,-0.1,-2
Cc1c(C)c2ccc(O)c(CN3CCCC3)c2oc1=O,10,-0.6,100,6,1,5,-14,1.4,-2.2,1.3,-5
Cc1cc(C)n2nc(C(=O)N/N=C/c3cn(C)nc3C)nc2n1,11,0.2,113,-7,3,3,17,-2.1,-2.1,-1.7,3
O=C1C=C(c2cccc(Br)c2)C[C@@H](c2ccc(F)cc2)C1,-17,1.8,104,18,6,0,-22,1.7,2.9,-1.1,0
COc1ccccc1N1CCN(Cc2cccs2)CC1,13,0.1,97,6,2,11,-1,2.9,-2.3,0.7,-8
CCC(C)Sc1cc(C(F)(F)F)c(C(=O)Nc2ccc(Cl)cc2)cn1 (centres undefined),-17,-1.3,98,5,-2,-7,9,4.5,3.5,0.9,2
CC12CCC(=O)N1C(C(=O)NNC(=O)c1ccc(Br)cc1)CS2 (centres undefined),7,3.2,99,6,1,22,3,0.5,-1.8,-0.7,-8
N/C(Cc1ccc(Cl)cc1)=N\OC(=O)Cc1ccc([N+](=O)[O-])cc1,-16,1.4,85,-1,-19,5,-13,1.1,3.2,1.1,1
CCCN1CCC(=NNc2ccc(S(=O)(=O)N(CC)CC)cc2[N+](=O)[O-])CC1,8,1.8,108,6,4,31,5,-1.0,-1.7,-0.4,3
C=CCNC(=O)CC1Nc2c3ccccc3nc(=S)n2C1=O (centres undefined),7,0.0,103,-2,-13,2,-15,-0.9,-1.4,-3.9,9
Cc1cc(C)cc(N(CC(=O)Nc2ccc(-c3nc4ccc(C)cc4s3)cc2)S(C)(=O)=O)c1,3,0.1,100,-3,-11,-2,-20,-0.6,-0.6,-3.3,-10
COc1cc(OC)cc(C(=O)Nc2c(F)cccc2F)c1,20,4.7,104,4,8,6,26,2.1,-3.8,0.0,-7
CCc1c(C(=O)N2CCN(c3ccccc3F)CC2)[nH]c(C)c1C(C)=O,0,2.3,101,-9,+,8,32,1.4,-0.1,3.8,-3
CCn1c(SCC(=O)Nc2ccccc2F)nnc1-c1cnccn1,20,2.9,102,4,-8,8,24,0.0,-3.8,-0.8,3
Cc1ccc(N2C(=O)CC(NNc3nc4ccccc4s3)C2=O)cc1C (centres undefined),-3,2.7,102,-11,-20,20,-2,2.1,0.5,-2.0,-26
CN(Cc1nc2ccccc2c(=O)[nH]1)C(=O)c1cc(-c2ccc(Br)cc2)nc2ccccc12,6,1.6,108,4,nt,-9,5,nt,-1.6,nt,1
CC(=O)c1csc(COc2cc(Cl)cc(Cl)c2)n1,5,-2.6,110,6,-12,30,-16,3.5,-1.1,-2.0,-5
COc1ccc(CN2CCC(Oc3ccc(C(=O)N4CCCC4)cc3)CC2)c(F)c1,7,2.5,104,-3,78,2,18,4.0,-1.3,-0.6,-13
COc1ccc(-c2[nH]ncc2CN2CCCC(C(=O)c3cccc(OC)c3)C2)cc1 (centres undefined),-19,2.5,97,-1,4,16,21,0.5,3.8,-2.0,-2
O=C1c2ccccc2C(=O)N1c1ccc(S(=O)(=O)N2CCCCC2)cc1,-2,2.3,116,-1,-10,-3,11,1.8,0.4,-0.2,-2
CC(C)Oc1ccccc1/C=N/NC(=O)C1CCCC1,5,0.7,101,7,-3,0,-18,nt,-0.7,nt,-11
CC(C)c1ccc(N2C(=O)C(Cl)=C(N3CCOCC3)C2=O)cc1,-3,5.0,nt,-1,-21,19,10,1.3,0.4,-2.3,-5
O=C(COC(=O)c1ccc(Cl)s1)c1ccc[nH]1,2,4.1,91,16,1,-32,4,-3.3,-0.5,1.0,-3
Cc1cc(-c2ccc(C)c(S(=O)(=O)N3CC(=O)Nc4ccccc43)c2)on1,9,3.9,104,-1,4,8,13,3.6,-1.7,0.0,-2
Cc1c(/C=N/NC(=O)c2ccc3c(c2)OCO3)cnn1C,1,0.9,99,-1,-5,10,-17,1.7,-0.2,-1.4,4
CCn1c(SCC(=O)Nc2ccc(OC)c(S(=O)(=O)N3CCCCC3)c2)nnc1C1CC1,-1,-2.7,98,-6,nt,10,-33,nt,0.1,nt,6
C=CCn1c2c(c(=O)[nH]c1=S)CN(C(C)c1ccccc1)CN2 (centres undefined),3,0.9,99,-2,-8,29,-11,1.7,-0.6,1.2,-4
Cc1ccc(NC(=O)N2CCC(C(=O)NCc3ccc(F)cc3)CC2)cc1,-7,4.5,nt,-9,26,0,20,2.8,1.4,-0.8,-2
COc1ccc(NC(=O)COc2ccccc2Cc2ccccc2)cn1,13,2.1,105,10,6,-7,6,2.4,-3.5,3.5,-8

Remaining list, next part:
smiles,MOR-DOR inv ag,phage Ecoli inh,Pemphigus Ab inh,Tat transport,SUMO Mot1 rescue,Arrestin-AP2 inh,PfHsp90 yeast 2,AddAB inh,MOR-DOR ag,Ecoli viability,PKA-R1A activ
COCC(=O)Nc1cccc2ccccc12,8,2.3,99,-2,-16,-11,24,2.7,-1.5,2.6,-9
COc1ccccc1-c1nnc(NC(=O)Cc2ccccc2)o1,7,3.2,112,-5,32,8,-11,1.9,-1.5,-1.2,-2
Cc1cc(=O)oc2cc(NC(=O)Cc3ccccc3[N+](=O)[O-])ccc12,7,2.1,109,-4,-1,4,-27,0.8,-1.5,-0.6,7
COc1ccccc1NC(=O)c1ccc(NC(=O)COC(=O)C(C)C)cc1,11,3.2,132,1,-5,3,-38,1.2,-2.0,-2.3,-6
Fc1ccccc1CN1CCN(c2ncccn2)CC1,20,2.6,104,-4,-2,0,-9,4.2,-3.9,-0.2,-12
COC(=O)Nc1cc(C(=O)c2ccc(Cl)cc2Cl)c[nH]1,6,1.2,97,-3,0,1,6,-0.2,-1.4,-0.8,-6
CC(C)(O)C#Cc1ccc(C(=O)NCc2ccccc2F)cc1,-1,-2.5,94,1,11,0,3,1.9,0.2,-0.2,2
COc1ccccc1CNC(=O)C1CC(c2c(Cl)cccc2Cl)=NO1 (centres undefined),3,0.9,102,-5,-7,31,6,5.5,-0.6,-0.8,-4
CC1(OC(=O)C2CCCC2)C(=O)C=C2C=C(c3ccsc3)OC=C2C1=O (centres undefined),3,5.2,92,-5,506*,26,-23,0.0,-0.7,0.5,-6
